High-throughput results deposited in PubChem by National Center for Advancing Translational Sciences (NCATS).
mIDH1 inhibitor: qHTS for Inhibitors of mutant isocitrate dehydrogenase 1 (IDH1): qHTS | Isocitrate dehydrogenase [NADP] cytoplasmic (Homo sapiens), O75874 | IDH1-R132H enzyme, NADPH consumption, diaphorase/resazurin fluorescence | Potency, µM (titrated, usually from 76.6 µM), inactives show at the highest dose activity change, negative = inhibition, usual class: inhibitors | 0.093% of 390,000 active | AID 602179, 2012; also: potency is read from the fitted curve at half-maximal effect; % is scaled to controls: 0 for no effect and ±100 for the full control effect; nearly all actives have a fitted effect of over 65% in size
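IDH1-R132H (0.5 ug/mL dispensed) in pH 7.5 Tris buffer was preincubated 30 min with compound, then given a substrate mix of 0.016 mM NADPH and 2 mM alpha-KG for 80 min at room temperature; remaining NADPH was read by diaphorase/resazurin fluorescence.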
Pin1 inh: qHTS Assay to Find Inhibitors of Pin1. Pin1 FP peptide displacement, HiFluor488, 10 min. Potency, µM (top dose mostly 115 µM), for inactives: at the top dose activity, negative = inhibition, usual class: inhibitors. 0.009% of 390,000 active. AID 504891, 2011; active = well fitted inhibition curve with a large enough effect in the polarisation, with a control signal flat, not every such curve was filed as active; inconclusive = small, poorly fitted or top-dose-only effect, or effect the other way, or a change in a side signal; inactive = no such curve, though single readings can be large or run the other way; the % refers to the polarisation; also: potency is read from the fitted curve at half-maximal effect; % is scaled to controls: 0 for no effect and ±100 for the full control effect
Target sequence (Q13526 whole entry, looked up): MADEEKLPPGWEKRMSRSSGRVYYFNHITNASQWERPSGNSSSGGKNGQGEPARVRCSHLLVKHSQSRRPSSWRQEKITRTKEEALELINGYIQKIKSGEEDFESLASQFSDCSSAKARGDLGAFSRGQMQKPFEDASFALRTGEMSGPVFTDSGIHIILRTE
TRHR agonist: qHTS for Small Molecule Agonists and Allosteric Enhancers of Human TRH Receptor: Primary Screen for Agonists. activation, % at 2 µM. Thyrotropin-releasing hormone receptor (Homo sapiens), P34981. 0.18% of 360,000 active. TRHR cells, calcium flux fluo-8, FDSS agonist mode. AID 493084, 2011; in the data active = activation above about 30%; also: 0% is about no effect
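TRHR-expressing cells, plated overnight in medium with 10% serum, were loaded with fluo-8 calcium dye at room temperature. After a 10 s baseline, library compound was pin-added and calcium release was recorded kinetically (ex 480/em 530) as agonist response.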
TrxR1 substrate: qHTS Assay for Substrates of Mammalian Selenoprotein Thioredoxin Reductase 1 (TrxR1): qHTS; Thioredoxin reductase 1, cytoplasmic (Rattus norvegicus), O89049; purified TrxR1 substrate turnover, NADPH consumption readout; Potency, µM (series often up to 114 µM), without a hit: top-dose activity change, negative = substrate turnover; 0.01% of 390,000 active; AID 588456, 2011; also: potency is read from the fitted curve at half-maximal effect; % is scaled to controls: 0 for no effect and ±100 for the full control effect; nearly all actives have a fitted effect of over 50% in size
Target sequence (O89049 whole entry, looked up): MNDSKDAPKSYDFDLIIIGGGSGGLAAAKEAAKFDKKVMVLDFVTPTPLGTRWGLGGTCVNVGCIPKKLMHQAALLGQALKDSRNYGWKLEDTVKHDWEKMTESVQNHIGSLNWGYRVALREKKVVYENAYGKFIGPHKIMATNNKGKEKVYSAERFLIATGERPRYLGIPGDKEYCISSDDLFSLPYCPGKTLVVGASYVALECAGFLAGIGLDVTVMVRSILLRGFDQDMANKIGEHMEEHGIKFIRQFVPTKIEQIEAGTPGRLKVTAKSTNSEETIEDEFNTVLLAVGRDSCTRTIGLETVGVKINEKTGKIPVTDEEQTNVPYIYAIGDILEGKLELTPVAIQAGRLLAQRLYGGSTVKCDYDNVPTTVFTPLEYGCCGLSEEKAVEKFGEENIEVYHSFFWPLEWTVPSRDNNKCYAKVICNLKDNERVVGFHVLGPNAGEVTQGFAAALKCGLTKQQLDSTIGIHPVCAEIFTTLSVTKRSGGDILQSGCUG
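Rat TrxR1, dispensed at 90 nM, was prereduced with 400 uM NADPH (final) for 5 min at ~22 deg C, then incubated with compound 15 min before 400 uM selenite. A first-read NADPH fluorescence drop versus no-compound background flagged substrates.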
TRHR PAM: qHTS for Small Molecule Agonists and Allosteric Enhancers of Human TRH Receptor: Primary Screen for Enhancers; enhancement, % at 2 µM; TRHR cells, fluo-8 calcium fluorescence, EC20 TRH enhancement; 0.66% of 360,000 active; in the data active = enhancement above about 30%; also: 0% is about no effect
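Enhancer read-out: after compound pinning and an initial kinetic agonist-mode read, an EC20 of TRH (10 nM final) was injected and fluo-8 calcium signal (Ex 480/Em 530) followed at 1 s/cycle for 100 cycles in TRHR-expressing cells.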
D2 agonist: HTS Assay for Allosteric Agonists of the Human D2 Dopamine Receptor: Primary Screen for Agonists; D(2) dopamine receptor (Homo sapiens), P14416; HEK293 T-REx D2 cells, calcium flux agonist mode; activation, % at 2 µM; 0.53% of 340,000 active;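 active = activation over 3 SD above normal in the single-dose calcium agonist read, cut at about 30% in these data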; also: 0% is about no effect
Target sequence (P14416 whole entry, looked up): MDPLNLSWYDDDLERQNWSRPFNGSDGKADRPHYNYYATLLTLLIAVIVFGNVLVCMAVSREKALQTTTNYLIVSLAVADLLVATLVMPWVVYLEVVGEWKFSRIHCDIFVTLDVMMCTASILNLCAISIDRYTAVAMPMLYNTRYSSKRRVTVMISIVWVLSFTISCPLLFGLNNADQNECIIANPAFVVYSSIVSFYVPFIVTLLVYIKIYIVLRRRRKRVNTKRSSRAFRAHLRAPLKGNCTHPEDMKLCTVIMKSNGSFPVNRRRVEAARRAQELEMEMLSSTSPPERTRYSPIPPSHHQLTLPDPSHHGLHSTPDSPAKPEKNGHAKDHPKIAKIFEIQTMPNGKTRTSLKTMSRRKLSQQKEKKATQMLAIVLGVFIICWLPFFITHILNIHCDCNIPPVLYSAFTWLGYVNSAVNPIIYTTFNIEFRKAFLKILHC
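Tetracycline-induced HEK293 Trex cells with D2 receptor force-coupled to calcium signaling, plated overnight at 30 C and loaded with no-wash calcium dye. Calcium flux read kinetically for 180 s after compound addition; responses flag agonists.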
rTrxR1 inhibitor: qHTS Assay for Inhibitors of Mammalian Selenoprotein Thioredoxin Reductase 1 (TrxR1): qHTS; AID 588453, 2011; recombinant rTrxR1, NADPH fluorescence consumption, selenite substrate; 1% of 390,000 active; Thioredoxin reductase 1, cytoplasmic (Rattus norvegicus), O89049; Potency, µM (titrated, usually from 114 µM), for inactives: at the top dose activity change, negative = inhibition, most hits filed as inhibitors; also: potency is read from the fitted curve at half-maximal effect; % is scaled to controls: 0 for no effect and ±100 for the full control effect; nearly all actives have a fitted effect of over 65% in size
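Rat TrxR1 (90 nM in the dispensed reagent) was pre-reduced with 400 uM NADPH for 5 min at room temperature, then incubated with compound for 15 min. After 400 uM selenite was added, NADPH fluorescence (Ex 340/Em 450 nm) was followed for 8 min.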
USP1-UAF1 inh: Inhibitors of USP1/UAF1: Primary Screen. Ubiquitin carboxyl-terminal hydrolase 1 (Homo sapiens), O94782. recombinant USP1/UAF1, Ub-Rhodamine cleavage fluorescence. Potency, µM (titrated, usually from 57.1 µM), without a hit: at the highest dose activity change, negative = inhibition, hits mostly inhibitors. 0.23% of 390,000 active. AID 743255, 2014; also: potency is read from the fitted curve at half-maximal effect; % is scaled to controls: 0 for no effect and ±100 for the full control effect; nearly all actives have a fitted effect of over 60% in size; inactives centre near -12
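High-throughput fluorogenic screen: 1nM USP1/UAF1 complex, Ub-Rho substrate 150nM final, 50mM HEPES pH 7.8 with 0.5mM EDTA, 0.1 mg/ml BSA, 1mM TCEP and 0.01% Tween-20.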
D2 antag: HTS Assay for Allosteric Antagonists of the Human D2 Dopamine Receptor: Primary Screen for Antagonists; D(2) dopamine receptor (Homo sapiens), P14416; HEK293 TREx D2 cells, calcium flux, dopamine EC80; inhibition, % at 10 µM; 2% of 340,000 active; AID 485344, 2010; in the data active = inhibition above about 30%; also: 0% is about no effect
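Inhibition of EC80 dopamine-driven calcium flux, recorded kinetically, defines activity here; cells are a tetracycline-induced HEK293 T-REx line expressing force-coupled D2.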
* = called active by the depositor; ? = inconclusive; / = not tested or not shown; & = joins results of further samples; [ ] = another dose, or the depositor's remark. Unless noted, calls follow the shape of the dose curve; as a rule, active = well fitted inhibition curve with a large enough effect; inconclusive = small, poorly fitted or top-dose-only effect; inactive = no such curve, though single readings can be large or run the other way. Some of the compounds tested; count on the stated rates, not on these rows.

Every second line gives: mIDH1 inhibitor, Pin1 inh, TRHR agonist, TrxR1 substrate, TRHR PAM, D2 agonist, rTrxR1 inhibitor, USP1-UAF1 inh, D2 antag
COc1ccc(S(=O)(=O)N2CCCCCC2)cc1C(=O)NCc1cccs1
    1%, -1%, 1.9, 2%, 0, 0.1, 1%, -19%, 24
CC(C)C(NC(=O)OCc1ccccc1)C(=O)NCc1ccc(C(=O)O)cc1 (configuration not stated)
    -2%, 1%, 0.6, 12%, 5, -0.3, 25%, -5%, 8
CC(C)C(=O)NCCSc1c[nH]c2ccccc12
    9%, -10%, -0.1, 13%, 11, 0.3, 16%[57.1 µM], -10%, 31*
Cc1c(Cl)c(=O)oc2cc(OC(C)C)ccc12
    10%, 0%, 0.0, 511%[activator], -2, 0.1, -21%, -16%, 2
O=C(CSc1nc(-c2ccccc2)cs1)NC(=O)NCc1ccco1
    8%, 17%, -0.6, 8%, 0, 0.3, -19%, -14%, 20
Cc1ccc(OCCCCn2nnc3sc4c(c3c2=O)CCC(C)C4)cc1 (configuration not stated)
    /, 8%, 1.3, -10%, 1, 0.1, -12%, -18%, /
COc1ccccc1CN1CCc2c([nH]c3ccccc23)C1
    -4%, 0%, 1.3, 8%, 5, 3.7, 21%, 3%, 53*
CC1(C)C2CCC1(C)C(Nc1ccccc1)C2 (configuration not stated)
    -3%, -10%, 0.1, 2%, 1, -0.8, 27%, -18%, -2
Fc1ccccc1C1CCN(Cc2nc(CC3CC3)no2)C1 (configuration not stated)
    -1%, 3%, 0.6, 5%, 1, 21, -13%, -24%, 3
COc1ccc(CCCc2nnc(SCC(=O)Nc3cc(F)ccc3C)o2)cc1
    14%, 0%, -0.2, -3%, -1, -1.6, 6%, -11%, /
CCCCOc1ccc(NC(=O)c2cnc(C)cn2)cc1
    5%, 1%, -2.1, 4%, -10, -1.4, 8%, -18%, 4
CC(C)CC(=O)Nc1ccc(C(=O)Cn2c(=O)oc3ccccc32)cc1
    0%, 14%, -0.5, -2%, 4, 0.8, 6%, -2%, -1
COc1ccc(CNC(=O)CN(Cc2ccccc2)C(=O)CCC(=O)Nc2nccs2)cc1
    -3%, 11%, 0.4, 2%[57.1 µM], 6, -2.8, 14%[57.1 µM], -13%, 19
CCc1ccc(/C=C/C(=O)C2C(=O)c3ccccc3C2=O)cc1
    2%, -15%, -1.9, -20%, 12, -0.9, -21%, ?, 15
O=C(CSCC(=O)OCC(=O)c1ccc(Br)cc1)Nc1cccc2ccccc12
    0%, 40%[activator], -0.7, 6%, 1, 0.7, -5%, -15%, -11
O=C(CC(c1cccs1)N1Cc2ccccc2C1=O)Nc1cccc(F)c1 (configuration not stated)
    22%, 12%, -1.5, 0%, 4, -0.6, 5%, -13%, /
CCc1ccc(S(=O)(=O)NCc2csc(-c3ccccc3)n2)s1
    11%, 11%, 0.5, -4%, -1, -1.0, 0%, -29%, 13
COC(=O)CNC(=O)COC(=O)c1ccc(OC)c([N+](=O)[O-])c1
    2%, -11%, 0.2, 8%[57.1 µM], 15, /, 8%, -20%, /
COC(=O)c1ccc(S(=O)(=O)N2C3CCC2CC(NC(=O)NC2CCCCC2)C3)cc1 (configuration not stated)
    -1%, 10%, 0.6, 10%[57.1 µM], -3, 0.4, 20%[57.1 µM], -13%, -5
COc1ccc(CCNC(=O)C(=O)NCc2ccccn2)cc1
    -7%, -2%, 0.2, 4%, 4, -0.2, 19%, -19%, -9
O=C(O)c1cc(-c2ccc(Cl)cc2)n[nH]1
    8%, ?, 0.8, 0%, 4, 0.8, 5%, -18%, 7
O=C(N/C=C/c1ccc(Cl)cc1)NCc1ccc(Cl)cc1
    2%, 1%, -0.2, 8%[57.1 µM], 2, 0.7, 13%[57.1 µM], -12%, 14
COc1ccc(O)c(C(=O)c2cc(C#N)c(=O)n(-c3c(C)n(C)n(-c4ccccc4)c3=O)c2)c1
    -2%, ?, -1.1, -6%, -13, 1.1, -17%, -9%, 8
Cc1cc(C)nc(SCCCNCc2ccccc2)n1
    3%, -7%, -0.3, 8%, -1, -0.6, 25%, -13%, -19
COc1ccc2cc(C#N)c(N3CCN(C(=O)c4ccccc4C)CC3)nc2c1
    6%, 15%, -0.6, 24%, -3, -0.1, 11%, -19%, -18
CCOC(=O)C(CC)(CC)C(=O)/C=C/c1cccc(Br)c1
    9%, ?, /, -6%, /, /, ?, -21%, /
CC1CCN(c2oc(-c3cccs3)nc2S(=O)(=O)c2ccccc2)CC1
    -12%, 3%, -0.6, -7%, -3, -0.8, -3%, -22%, /
C/C(CC(=O)Nc1cc(C)ccn1)=N\NC(=O)c1ccc(C)cc1
    4%, -1%, 0.0, -4%[57.1 µM], -5, -0.1, 27%[57.1 µM], -8%, -16
COc1cc2c(cc1OC)CN(C(=O)CSc1nnc3scc(-c4ccccc4)n13)CC2
    -2%, -3%, -0.2, 10%[57.1 µM], 1, -1.8, 12%[57.1 µM], -4%, -26
CCOCCCNC(=O)C1CCN(S(=O)(=O)N2CCCCC2)CC1
    10%, 4%, 0.9, 6%, 3, 0.7, 26%, -17%, 14
Cc1ccccc1NC(=O)Cn1c(=O)n(CCCC(=O)NCc2ccc3c(c2)OCO3)c(=O)c2ccccc21
    -2%, 6%, -0.8, -4%, 3, -0.1, 13%, -28%, /
CC(C)COC(=O)Nc1ccccc1C(=O)N1CCOCC1
    -2%, 3%, -0.3, 7%, -5, -1.5, 11%, 0%, -11
CCCN1Cc2cccc(C(=O)Nc3cc(C)cc(C)c3)c2C1=O
    -10%, -4%, 0.1, -3%, -9, 0.5, 29%, 3%, /
CC1C(=O)N2CCCc3cc(S(=O)(=O)N4CCC(C(N)=O)CC4)cc1c32 (configuration not stated)
    -1%&0%, -11%&-9%, 0.2&1.0, -2%, 2&-2, 0.4&-0.1, 1%, ?, -7
CCC(=O)N1CCN(c2ccc(Cl)cc2NC(=S)NC(=O)c2ccco2)CC1
    -6%, -4%, /, -9%, /, /, -14%, -23%, /
NCCSC1CC(=O)N(c2ccc(F)cc2)C1=O (configuration not stated)
    6%, -7%, 1.1, 8%[57.1 µM], -6, 1.4, 0%[57.1 µM], -22%, -7
COc1ccccc1N(C(=O)CNS(=O)(=O)c1ccccc1)C(C(=O)NCc1ccco1)C(C)C (configuration not stated)
    0%, -4%, -0.4, 0%, 1, 0.0, -21%, -18%, 16
C/C(=N\NC(=O)c1ccccn1)C12CC3CC(CC(C3)C1)C2
    4%, -7%, 0.3, 3%, -7, -0.2, 0%, 17%, 3
CCOc1cc(/C=C2\N=C(SC(C)C(N)=O)N(c3ccc(OC(F)F)cc3)C2=O)ccc1O (configuration not stated)
    -14%, ?, 32*, -7%, 19, 5.8, 24%, ?, -24
COc1ccc(CNc2nc3nc(C)c(Cl)c(C)n3n2)cc1OC
    9%, 6%, /, -3%, /, /, 5%, -9%, /
CCOc1ccc(NC(=O)C2=C(C)NC(=S)NC2c2ccc(O)c(OC)c2)cc1 (configuration not stated)
    -1%, 16%, 0.2, -14%, 6, 0.1, -23%, -10%, -7
CC(NC(=O)NCC1CCCO1)(C(F)(F)F)C(F)(F)F (configuration not stated)
    -2%, -4%, -0.2, 14%[57.1 µM], -7, 0.2, 26%[57.1 µM], -9%, 4
CC1(C(=O)N(CC(=O)NC2CCCC2)C2CCCC2)CC(=O)N=C2C=CC=CN21 (configuration not stated)
    7%, 2%, 0.6, 320%[activator], 1, 0.2, 37%, 0%, -11
Cc1ccc2c(c1)c(=O)c1c3n2CCN(C(=O)CCl)C3CC1 (configuration not stated)
    8%, ?, 0.9, 14%[57.1 µM], -12, 1.0, 14µM*, 32µM*, 17
COc1ccc(C2=NOC(CNC(N)=S)C2)cc1 (configuration not stated)
    -2%, -9%, -0.9, 4%, 1, 0.0, 4%, -17%, -5
Cn1ncc(Br)c1C(=O)NC1CCCCC1
    0%, 4%, 0.2, 3%, 1, 0.5, -9%, -14%, 2
O=C(Nc1ccccc1)C1CCCN(C(=O)c2ccc(F)cc2)C1 (configuration not stated)
    1%, -3%, 0.0, 0%, -2, 0.9, 8%, -11%, 18
Cc1cc(OCC(F)(F)C(F)(F)C(F)(F)C(F)(F)C(F)(F)C(F)F)nc(N)n1
    6%, 2%, 0.7, -4%[57.1 µM], -7, 0.6, 9%[57.1 µM], ?, 0

Structures shown so far with bromine:
Every second line gives: mIDH1 inhibitor, Pin1 inh, TRHR agonist, TrxR1 substrate, TRHR PAM, D2 agonist, rTrxR1 inhibitor, USP1-UAF1 inh, D2 antag
O=C(CSCC(=O)OCC(=O)c1ccc(Br)cc1)Nc1cccc2ccccc12
    0%, 40%[activator], -0.7, 6%, 1, 0.7, -5%, -15%, -11
CCOC(=O)C(CC)(CC)C(=O)/C=C/c1cccc(Br)c1
    9%, ?, /, -6%, /, /, ?, -21%, /
Cn1ncc(Br)c1C(=O)NC1CCCCC1
    0%, 4%, 0.2, 3%, 1, 0.5, -9%, -14%, 2
